# 14-3-3 Bad inh = inhibitors of 14-3-3 zeta/Bad binding, primary screen, biochemical, TR-FRET, bovine 14-3-3 zeta | 14-3-3 protein zeta/delta (Bos taurus), P63103 | TR-FRET 14-3-3zeta/Dy647-pBad peptide displacement, 1 h | inhibition, % at 21.7 µM | hit rate 0.71% among 220,000 | AID 781, 2007;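 active means inhibition above about 70%, limit read from the data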;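 further: 0% = full 14-3-3 plus peptide FRET controls and 100% = background without 14-3-3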
# Target sequence (P63103 whole entry, looked up): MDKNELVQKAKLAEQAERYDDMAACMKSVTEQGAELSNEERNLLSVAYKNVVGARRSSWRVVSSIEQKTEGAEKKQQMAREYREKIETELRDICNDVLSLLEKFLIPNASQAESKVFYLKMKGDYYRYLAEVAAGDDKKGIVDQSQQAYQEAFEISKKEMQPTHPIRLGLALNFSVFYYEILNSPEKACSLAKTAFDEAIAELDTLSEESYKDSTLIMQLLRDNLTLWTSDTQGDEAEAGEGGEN
# FXIa inh = human FXIa protease inhibitors, primary screen, biochemical, 1536-well; purified FXIa, Boc-Glu-Ala-Arg-AMC fluorogenic substrate; inhibition, % at 5 µM; hit rate 0.14% among 220,000; AID 798, 2007; Coagulation factor XI (Homo sapiens), P03951;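 active means inhibition of at least 40%; inactive means inhibition below 40%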;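 further: fluorescence of freed AMC excited at 355 nm; 0% = enzyme without compound and 100% = no enzyme blank; many of its hits are not listed in these tables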
# Hck Nef HTS = inhibitors of Nef-activated human Hck kinase, primary screen, biochemical, Z-Lyte FRET, 384-well, Hck-YEEI. hit rate 0.68% among 220,000. Recombinant Hck-YEEI plus Nef, Z-Lyte FRET kinase assay. Tyrosine-protein kinase HCK (Homo sapiens), P08631. inhibition, % at 20 µM;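 active means Hck-Nef kinase inhibition above about 50%, limit read from the data; inactive means inhibition below that limit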;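 further: 0% = DMSO with Hck plus Nef and 100% = Hck alone without Nef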
# FXIIa inh = human FXIIa protease inhibitors, primary screen, biochemical, 1536-well | hit rate 0.3% among 220,000 | purified FXIIa, Boc-QGR-AMC fluorogenic substrate, 2 h | Coagulation factor XII (Homo sapiens), P00748 | inhibition, % at 5 µM; in the data active means inhibition above about 40%;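 further: 0% = enzyme with no compound and 100% = blank without enzyme; many of its hits are not listed in these tables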
# Runt-SMMHC FRET = inhibitors of RUNX1 Runt–CBFb-SMMHC binding, primary screen, biochemical, FRET, Cerulean-Runt, Venus-CBFb-SMMHC, uHTS. Runt-related transcription factor 1 (Homo sapiens) + Core-binding factor subunit beta …. Cerulean-Runt/Venus-CBFb-SMMHC FRET ratio 530/480, 1 h. inhibition, % at 20 µM. hit rate 0.74% among 220,000. AID 1434, 2008;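 active means mean inhibition across duplicate retests at 20 µM reaching about 50%, limit read from the data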;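 further: 0% = DMSO wells and 100% = wells with excess untagged CBFb-SMMHC; inhibitors lower the FRET ratio by blocking Runt binding to CBFb-SMMHC; some results filed as inactive read as strong as hits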
# Target sequence (Q01196 whole entry, looked up): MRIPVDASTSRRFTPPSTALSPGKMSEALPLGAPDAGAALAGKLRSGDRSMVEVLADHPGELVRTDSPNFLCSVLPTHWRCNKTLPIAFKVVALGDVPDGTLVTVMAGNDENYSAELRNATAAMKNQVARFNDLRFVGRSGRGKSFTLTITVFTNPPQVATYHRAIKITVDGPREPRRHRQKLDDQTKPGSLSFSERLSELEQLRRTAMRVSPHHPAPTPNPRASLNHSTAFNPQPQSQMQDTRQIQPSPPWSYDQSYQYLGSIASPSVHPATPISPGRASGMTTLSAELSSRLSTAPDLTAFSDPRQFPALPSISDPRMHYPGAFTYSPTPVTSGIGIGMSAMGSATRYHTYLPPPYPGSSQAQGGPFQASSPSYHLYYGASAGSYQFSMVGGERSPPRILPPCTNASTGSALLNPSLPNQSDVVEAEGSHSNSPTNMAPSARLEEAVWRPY
# Target sequence (Q13951 whole entry, looked up): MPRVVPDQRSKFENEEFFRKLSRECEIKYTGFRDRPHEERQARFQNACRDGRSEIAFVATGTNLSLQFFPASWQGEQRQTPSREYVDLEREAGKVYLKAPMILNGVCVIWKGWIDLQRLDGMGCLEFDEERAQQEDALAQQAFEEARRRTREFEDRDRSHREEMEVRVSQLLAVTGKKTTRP
# KLK5 inh = human KLK5 protease inhibitors, primary screen, biochemical, 1536-well; hit rate 0.59% among 210,000; recombinant hK5, fluorogenic AMC substrate cleavage; AID 873, 2007; inhibition, % at 5 µM;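 active means inhibition of 40% or more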;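 further: 0% = enzyme controls without compound and 100% = no-enzyme blanks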
# Runt-CBFb FRET = inhibitors of RUNX1 Runt–CBFb binding, primary screen, biochemical, FRET, Cerulean-Runt, Venus-CBFb, uHTS. Runt-related transcription factor 1 (Homo sapiens) + Core-binding factor subunit beta …. inhibition, % at 20 µM. AID 1496, 2009. Cerulean-Runt/Venus-CBFb FRET ratio 530/480, 1 h. hit rate 0.46% among 220,000;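 active means inhibition over about 50% at 20 µM in the single-dose screen, limit read from the data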;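 further: 0% = DMSO wells and 100% = excess unlabeled CBFb competitor control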
#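 Measured by: fluorescence energy transfer, 422 nm excitation, 530/480 nm emission; test system: Cerulean-tagged RUNX1 Runt domain (FRET donor) fusion protein; buffer or medium: Tris pH 7.5 buffer with BSA; compound: one dose, 20 µM compound, 1% DMSO; times: two 1 h room-temperature incubations shielded from light; benchmarks: unlabeled CBFb 5 µM, positive control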
# Wee1 degr inh = Wee1 degradation inhibitors, primary screen, cell-based, HeLa, Wee1K328M-luciferase, luminescence | hit rate 1.2% among 220,000 | reporter increase, % at 5 µM | HeLa Luc-Wee1K328M stability; 100% = proteasome inhibitor MG132 effect;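 active means activation above the mean of all tested compounds plus 3 SD, set per screening run, cut at about 8.8% in these data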;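 further: cells exposed to compound for 20 h before luminescence read; 0% = DMSO alone and 100% = MG132 at 30 µM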
# thrombin 1536 = human alpha-thrombin inhibitors, primary screen, counter-screen for coagulation protease inhibitor project, biochemical, 1536-well, fluorogenic AMC substrate | hit rate 0.26% among 220,000 | Prothrombin (Homo sapiens), P00734 | inhibition, % at 5 µM | AID 1046, 2008 | Boc-VPR-AMC fluorogenic substrate cleavage;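 active means inhibition at or above 40%; inactive means inhibition below 40%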;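 further: 0% = enzyme with no compound and 100% = wells without enzyme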
#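 Test system: human alpha-thrombin; medium: pH 7.5 Tris-saline with Tween 20; times: reaction at room temperature; signal: AMC fluorescence at 355 nm excitation and 460 nm emission; also added: Boc-VPR-AMC substrate, 15 µM final; dosing: one concentration per compound, 5 µM, with 0.2% DMSO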
# Starred values were filed as active, the others as inactive; nt = not tested or not shown; [ ] = another dose, or the depositor's remark.
# Order of values – 14-3-3 Bad inh	FXIa inh	Hck Nef HTS	FXIIa inh	Runt-SMMHC FRET	KLK5 inh	Runt-CBFb FRET	Wee1 degr inh	thrombin 1536
O=C(CSc1nnc(SCc2ccccc2)s1)N/N=C/c1c(Cl)cccc1Cl
    -4	7	3	15	-5	-12	5	8	0
N#Cc1c(N)n(-c2ccc(C(=O)O)cc2)c2nc3ccccc3nc12
    4	-34	43	-41	82*	-28	92*	-1	-21
Cc1ccc(-c2csc(N=C(N)N)n2)cc1
    -5	-4	9	7	-2	2	0	-1	1
Cn1c(SCC(=O)Nc2cccc3ccccc23)nc(O)cc1=O
    -13[fluorescence artefact?]	-4	2	2	-1	-15	-2	-3	21
O=C1CC(c2ccc(S(=O)(=O)NCCOc3ccccc3)cc2)CN1 (centres undefined)
    2	-5	1	4	-1	-6	-1	0	-13
CC(C)(C)c1[nH]nc2c1C(c1ccncc1)C(C#N)=C(N)O2 (centres undefined)
    -5	4	15	7	-3	-27	0	1	-1
Nc1c(NCc2ccccc2F)c(=O)[nH]c(=O)n1Cc1ccccc1
    -4	-3	1	4	6	14	-1	-1	-4
OC(COC(c1ccccc1)c1ccccc1)CN1CCCCC1 (centres undefined)
    -8[fluorescence artefact?]	-4	-1	-2	1	-11	-1	1	-7
O=C(CNC(=O)C1CCCCC1)Nc1ccccc1
    -4	4	4	5	-13	-14	2	-2	-3
Cc1ccc(N2C(=O)C3N=NN(CC(=O)N4N=C(c5cccc6ccccc56)CC4c4ccccc4)C3C2=O)cc1 (centres undefined)
    2	13	0	17	4	-1	-7	2	1
O=C(COC(=O)c1c(F)cccc1F)Nc1ccc2[nH]c(=O)[nH]c2c1
    -1	-3	13	4	-2	-9	1	-1	3
CCN1C(=O)/C(=C/N(C)C)c2ccccc21
    -23	26	2	13	-1	-15	-2	4	-11
COc1ccc(C2C(C#N)=C(N)Nc3nc4ccccc4n32)cc1 (centres undefined)
    -9	0	3	13	3	-20	-2	4	-2
Cn1c(/N=C/c2c(O)ccc3ccccc23)nc2ccccc21
    11[fluorescence artefact?]	0	3	14	6	-8	2	2	2
CCOC(=O)Cn1c(=O)sc2ccccc21
    -4	-4	-1	8	-2	-8	3	2	-4
Cc1ccc(C(=O)NC(=S)Nc2cc(C(F)(F)F)ccc2Cl)cc1
    -14	5	0	10	0	-3	-3	-1	6
Cc1ccc(S(=O)(=O)N2CCCN(S(=O)(=O)c3ccc(C)c(C)c3)CC2)cc1C
    13	23	0	11	-2	0	-2	0	-3
C/C(CC(=O)Nc1ccc(C)c(Cl)c1)=N\NC(=O)Cc1cccs1
    -2	-8	23	3	1	1	0	5	-6
Cc1ccc(NCc2cccnc2)cc1
    71*	0	-2	8	-3	-1	1	0	1
CCN1C(=O)S/C(=C\c2ccc(N3CCOCC3)cc2C)C1=O
    16	6	1	22	-35	10	-20	3	4
O=[N+]([O-])c1cc(-c2ccn[nH]2)ccc1Cl
    -5	-1	-1	4	-4	2	-2	0	-9
COC(=O)CN1C(=O)N/C(=C/c2cc(OC)c(OC)cc2C)C1=O
    -4	-4	30	5	2	13	0	2	4
CCC(C)N(C(=O)COC(=O)CNC(=O)c1ccccc1F)C1CCS(=O)(=O)C1 (centres undefined)
    3	0	23	10	-2	-4	-1	15*	15
COc1cccc(C2=NOC(C(=O)NCc3ccccn3)C2)c1 (centres undefined)
    -9	7	2	4	1	-3	-3	-3	-4
CCOc1ccc(-n2c(Cc3cc(=O)[nH]c(=O)[nH]3)nnc2SCC(=O)Nc2nnc(C)s2)cc1
    -3	-5	-2	2	4	-8	-2	1	-6
COC(=O)c1cccc(N(C(=O)CNC(=O)c2ccco2)C(C(=O)NC2CCCC2)c2ccco2)c1 (centres undefined)
    5	2	1	11	-2	-2	0	-2	-4
COc1ccc(OC)c(S(=O)(=O)Nc2cc(OC)c(Cl)cc2OC)c1
    -10	2	0	16	0	0	2	0	3
COCCCNC(=O)CN(Cc1ccc(Cl)cc1)S(C)(=O)=O
    33[fluorescence artefact?]	-3	-6	17	-3	-13	2	-1	-13
Cc1nn(Cc2ccc(Cl)cc2)c(C)c1NC(=O)C(c1ccccc1)c1ccccc1
    -3	9	5	15	-1	-14	-2	-2	-2
O=C(C/C=N\OCc1ccc([N+](=O)[O-])cc1)Nc1ccccc1
    -8	-5	-8	-1	1	-11	1	-1	0
COc1ccccc1NC(=O)CC(NCc1ccccc1)C(=O)O (centres undefined)
    4	8	2	14	-10	15	0	-1	-5
COc1cccc(C(=O)/C=C/Nc2ccc(S(=O)(=O)Nc3ncccn3)cc2)c1
    -19	1	5	10	27	-21	8	1	-3
COc1cc(NC(=O)COc2ccc(-n3cnnn3)cc2)c(OC)cc1Cl
    36	-1	0	-1	-1	-7	-1	0	-3
C=CCOCCN1C(=O)C2C3C=CC(C2C1=O)C1C2C(=O)N(CCOCC=C)C(=O)C2C31 (centres undefined)
    12	-2	-7	8	-4	nt	-3	3	-10
CN(C)S(=O)(=O)Oc1ccccc1C(=O)Nc1ccc(F)cc1F
    -9	-4	5	4	-3	-7	3	1	-3
O=C(Nc1ccccc1NC(=O)C1CCCO1)c1ccco1 (centres undefined)
    -2	-6	-6	0	2	-22	1	-3	1
Cc1ccc2nc(N3CCN(C(=O)c4cccs4)CC3)c(C#N)cc2c1
    nt	5	4	19	124*	-4	56*	6	3
CC(=O)c1cccc(NS(=O)(=O)c2ccc(N/C=C/C(=O)c3ccc(F)cc3)cc2)c1
    -2[fluorescence artefact?]	9	2	9	9	14	3	1	-1
O=[N+]([O-])c1ccc2c(c1)[nH]c(=S)n2-c1ccccc1
    -4	-4	27	6	12	-1	13	0	7
CCOc1ccc(-c2ccc(SCC(=O)NCC3CCCO3)nn2)cc1 (centres undefined)
    -5	-6	24	-2	-2	-15	-1	3	0
Cc1ccc(S(=O)(=O)N2CCCCC2)cc1NC(=O)CSc1nnc(N)s1
    -23	0	22	4	2	1	0	0	-5
Cc1nn(-c2ccccc2)c2sc(C(=O)N(CC(=O)NC(C)(C)C)Cc3ccco3)cc12
    6	-4	1	-5	-4	-14	-3	-2	0
COc1ccc(NS(=O)(=O)c2ccc(NC(=S)NC(=O)c3cccc(F)c3)cc2)nn1
    -3	12	2	9	-2	-2	1	2	2
CC1=CCC[C@@H]2[C@@](C)(CC/C(C)=C/C(=O)O)[C@H](C)CC[C@@]12C
    8	1	12	12	-2	-10	-8	-1	-6
CN(C)S(=O)(=O)c1ccc(NC(=O)N2CCOCC2)cc1
    -2	-4	5	6	-2	0	1	0	-6
COc1cc(C2=NOC(C(=O)NCc3ccco3)C2)cc(OC)c1OC (centres undefined)
    -8	-4	7	8	-4	-8	0	2	-1
CCCCOC(=O)CSc1nnc(N)s1
    -9[fluorescence artefact?]	8	-1	12	0	-6	-1	-1	0
CCOC(=O)Cc1c(C)nc2c(-c3ccc(Cl)cc3)c(C)nn2c1C
    -1	-3	19	8	-6	3	0	6	-8
O=[N+]([O-])c1ccc(O)c(/C=N/Nc2ccccn2)c1
    -15	7	0	3	0	-74	0	-2	11
C[C@@H](C(=O)N1CCNCC1)n1cc(CCCN=C(N)N)nn1
    2	2	-5	15	-1	5	1	2	7
COc1ccc2oc(-c3cccc(NC(=O)CSc4ccc(Cl)cc4)c3)nc2c1
    -3	-1	2	3	-4	-6	-1	2	-7
COC(=O)c1cc(N=Nc2c(C)[nH]c3ccccc23)cc(C(=O)OC)c1
    8	-5	24	-1	-3	-4	-5	4	-7
CC(NC(=O)C1CC12CCC2)c1ccccc1 (centres undefined)
    1[fluorescence artefact?]	2	4	3	3	-18	1	3	-7
Cc1ccc(S(=O)(=O)c2c(C)nn(C(C)(C)C)c2OC(=O)c2cccs2)cc1
    5	-7	0	5	-2	-3	-2	0	-7
Cc1ccc(C(=O)NC(=S)N2CC(C)OC(C)C2)cc1[N+](=O)[O-] (centres undefined)
    -6	-2	-1	9	-1	2	3	5	-2
CCCc1sc(N/N=C/c2ccccn2)nc1-c1ccc(F)cc1
    -5[fluorescence artefact?]	7	-1	13	7	-18	-1	4	6
CCOC(=O)N1CCN(S(=O)(=O)c2ccc(OC)c3ccccc23)CC1
    -3	5	3	3	-5	5	-2	0	6
Cc1cc(C(=O)CN2C(=O)CN(C)C2=O)c(C)n1-c1cccc(S(=O)(=O)N2CCOCC2)c1
    -16	-1	25	6	2	2	0	-1	2
COC(=O)c1ccccc1NC(=O)Nc1cccc(C)n1
    -1	-2	3	7	4	nt	2	2	-3
COc1cccc(Nc2nc(-c3ccc(O)cc3)cs2)c1
    -7	3	2	24	0	-10	2	0	2

# Next section:
# Order of values – 14-3-3 Bad inh	FXIa inh	Hck Nef HTS	FXIIa inh	Runt-SMMHC FRET	KLK5 inh	Runt-CBFb FRET	Wee1 degr inh	thrombin 1536
O=C(N/N=C/c1ccc(Cl)c([N+](=O)[O-])c1)c1ccc2nc[nH]c2c1
    -1	4	1	16	2	-1	-1	0	2
Cc1ccc(-c2nc(CSc3nc4ccccc4c(=O)n3CCO)cs2)cc1
    -22	7	6	13	-8	-17	-9	-1	-1
O=C(CN=C1NS(=O)(=O)c2ccccc21)OCC(=O)c1ccccc1
    1	4	12	5	-7	2	1	3	-6
CCCNC(=O)NCc1ccc(N2CCCC2=O)cc1
    -10	9	-11	22	-6	-11	1	10*	3
O=C(C[n+]1cccc(/C=N/O)c1)N1CCCc2ccccc21
    -13	-4	20	9	3	1	0	2	-7
Nc1cc(S(=O)(=O)O)cc([N+](=O)[O-])c1O
    4	-6	27	2	0	-4	5	-1	-11
Cn1c(=O)[nH]c(=O)c2c1nc(CN1CCN(c3ccc(F)cc3)CC1)n2CCc1ccccc1
    0	-8	24	-3	3	9	0	0	-3
COc1ccc(/C=C2\SC(=O)N(CCNC(=O)Cc3coc4cc(OC)ccc34)C2=O)cc1
    -10[fluorescence artefact?]	-10	-1	-7	-3	-19	-12	-3	-10

# Source: PubChem
